Screens: PubChem, National Center for Advancing Translational Sciences (NCATS)
Nrf2 activator = activators of Nrf2 (ARE) signaling; AREc32 ARE-luciferase reporter (MCF7-derived line), luminescence, 24 h; Potency, µM (titrated, usually from 46.1 µM), for the others: top-dose activation, hits mostly activators; 410,000 tested, 0.31% active; AID 624171; also: potency is read from the fitted curve at half-maximal effect; % of control where 0% means no effect; nearly all actives have a fitted effect of over 65% in size
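Each well held 1000 AREc32 cells, which were incubated with compound for 24 hr at 37 deg C after overnight attachment, and ARE reporter activity was quantified by firefly luciferase luminescence.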
EPAC2 agonist = activates human EPAC2 exchange factor. Potency, µM (top dose mostly 154 µM), inactives show top-dose activation, actives largely listed as activators. 360,000 tested, 0.079% active. Q8WZA2. AID 720711. EPAC2 activation, biochemical qHTS; response scale: 100% = 6.5 mM cAMP response; also: potency is read from the fitted curve at half-maximal effect; nearly all actives have a fitted effect of over 50% in size
Target sequence (Q8WZA2 whole entry, looked up): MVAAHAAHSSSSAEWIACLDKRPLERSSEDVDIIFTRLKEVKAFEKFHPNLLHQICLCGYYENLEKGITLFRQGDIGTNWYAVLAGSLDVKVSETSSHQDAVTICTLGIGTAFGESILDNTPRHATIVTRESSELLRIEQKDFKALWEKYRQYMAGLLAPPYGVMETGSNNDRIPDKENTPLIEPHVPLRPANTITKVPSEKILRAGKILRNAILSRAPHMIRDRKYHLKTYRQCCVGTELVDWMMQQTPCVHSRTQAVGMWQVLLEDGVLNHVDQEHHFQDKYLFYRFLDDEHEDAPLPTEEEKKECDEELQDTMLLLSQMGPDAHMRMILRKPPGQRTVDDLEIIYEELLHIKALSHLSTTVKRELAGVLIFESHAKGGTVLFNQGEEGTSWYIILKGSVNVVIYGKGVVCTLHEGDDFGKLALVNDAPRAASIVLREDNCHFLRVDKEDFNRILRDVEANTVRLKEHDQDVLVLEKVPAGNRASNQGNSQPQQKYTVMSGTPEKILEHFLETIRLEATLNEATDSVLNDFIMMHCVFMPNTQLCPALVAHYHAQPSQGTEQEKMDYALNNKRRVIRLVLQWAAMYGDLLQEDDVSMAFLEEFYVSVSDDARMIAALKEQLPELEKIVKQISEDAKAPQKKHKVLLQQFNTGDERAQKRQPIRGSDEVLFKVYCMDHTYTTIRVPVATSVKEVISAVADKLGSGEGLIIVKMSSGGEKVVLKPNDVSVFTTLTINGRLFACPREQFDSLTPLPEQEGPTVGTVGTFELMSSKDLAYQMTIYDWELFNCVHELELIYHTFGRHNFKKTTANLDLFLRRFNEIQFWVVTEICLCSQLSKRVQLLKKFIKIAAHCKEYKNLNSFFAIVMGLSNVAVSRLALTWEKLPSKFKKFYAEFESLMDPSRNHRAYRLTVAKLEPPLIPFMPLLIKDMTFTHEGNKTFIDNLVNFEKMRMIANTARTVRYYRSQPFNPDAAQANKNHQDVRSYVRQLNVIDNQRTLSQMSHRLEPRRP
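Nucleotide exchange monitored as fluorescence drop when BODIPY-GDP leaves Rap1B. Reaction: 100 nM EPAC2, 250 nM RAP1B-BODIPY-GDP, 50 uM GDP, room temperature, kinetic read over 30 min. Activity expressed relative to 6.5 mM cAMP.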
Nrf2 inh = Nrf2 pathway inhibition; A549 ARE-Fluc reporter, luciferase luminescence, 18-24 h; Potency, µM (top dose mostly 46 µM), for inactives: at the highest dose activity change, negative = inhibition, hits mostly inhibitors; 360,000 tested, 2.1% active; AID 504444; also: potency is read from the fitted curve at half-maximal effect; % is scaled to controls: 0 for no effect and ±100 for the full control effect; nearly all actives have a fitted effect of over 60% in size
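In this cell-based qHTS, ARE-driven firefly luciferase in A549 cells reports Nrf2 activity; the luminescent signal after BugLite lysis is the measured value, with a prior CellTiter-Fluor read for cell health.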
pAkt inh = blocks phosphorylation of Akt; Neuro2A IGF-stimulated pAkt S473 HTRF, 20 min; stronger effect = lower value; activity change, % for hits at 50 µM; 360,000 tested, 0.32% active; AID 651550; in the data active = activity change below about -80%; inconclusive = mostly about -51% to -80%; also: % is scaled to controls: 0 for no effect and ±100 for the full control effect
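Neuro2A cells (4,500/well, DMEM with 0.5% FBS) were treated with compound at a single 50 µM final concentration, stimulated with 6 nM IGF for 20 min at 37 °C, and lysed. Phospho-Akt Ser473 was read by HTRF as 665/615 ratio ×10^4.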
CCT modulator = modulators of cytosolic chaperonin (CCT/TRiC) activity | purified chaperonin ATPase assay, HTRF ADP detection, 30 min | activity change, % (no concentration beside the values), hits read low | 360,000 tested, 0.3% active; in the data active = activity change below about -30%; also: % is scaled to controls: 0 for no effect and ±100 for the full control effect
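Nucleotide hydrolysis assay: TRiC at 20–40 nM final (set by batch activity) with 10 uM ATP, 30 min at 37 °C, in presence of 76 uM compound. Detection by competitive ADP HTRF, 30 min ambient.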
TGFb inhibitor = TGF-b pathway inhibition; HepG2 CAGA-GFP TGF-b/SMAD3 reporter, GFP fluorescence, 18 h; TGF-beta stimulated, 500 pg/mL final; Potency, µM (highest dose often 46.1 µM), inactives show top-dose activity, negative = inhibition, actives largely listed as inhibitors; 410,000 tested, 1.2% active; AID 588855; also: potency is read from the fitted curve at half-maximal effect; % is scaled to controls: 0 for no effect and ±100 for the full control effect; nearly all actives have a fitted effect of over 65% in size
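GFP signal (ex488/em500-530) from TGF-beta-stimulated HEPG2 CAGA-GFP cells, 500 pg/mL final, 18 h at 37 degrees C in DMEM plus 1% FBS, normalized to unstimulated and DMSO-stimulated controls.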
EPAC2 antag = blocks human EPAC2 exchange factor; EPAC2 GEF exchange of Rap1B-BODIPY-GDP, fluorescence; Q8WZA2; 360,000 tested, 0.18% active; Potency, µM (highest dose often 114 µM), without a hit: at the top dose activity, negative = inhibition, usual class: inhibitors; also: potency is read from the fitted curve at half-maximal effect; % is scaled to controls: 0 for no effect and ±100 for the full control effect; nearly all actives have a fitted effect of over 45% in size; many of its hits are not listed in these tables
MmCpn inh = inhibitors of Methanococcus maripaludis chaperonin (MmCpn); purified Mm-Cpn ATPase, ADP Transcreener TR-FRET; 330,000 tested, 0.031% active; Potency, µM (doses to about 76.9 µM), for inactives: at the top dose activity, negative = inhibition, usual class: inhibitors; also: potency is read from the fitted curve at half-maximal effect; % is scaled to controls: 0 for no effect and ±100 for the full control effect; nearly all actives have a fitted effect of over 80% in size
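25 nM Mm-CPN + cpd, 10 min 37°C; + 10 uM ATP, 30 min 37°C; buffer 30 mM Tris pH 7.4, 100 mM KCl, 5 mM MgCl2, 1 mM DTT; Transcreener ADP HTRF detection 30 min RT.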
A549 tox = kills or reduces viability of A549 cells in Nrf2 counter-screen; A549 ARE-Fluc cells, CellTiter-Fluor viability, 18-24 h; Potency, µM (top dose mostly 46 µM), without a hit: at the top dose activity change, negative = cytotoxicity, most hits filed as inhibitors; 390,000 tested, 0.16% active; AID 504648; also: potency is read from the fitted curve at half-maximal effect; % is scaled to controls: 0 for no effect and ±100 for the full control effect
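Cytotoxicity counterscreen: CellTiter-Fluor fluorescence was measured in A549 ARE_Fluc cells after 18-24 h of compound exposure in a concentration series. The subsequent BugLite luminescent read reports ARE-luciferase activity.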
* marks the source's active call; other numbers are inactive results; i = inactive; ? = inconclusive; · = not tested or not shown; & = joins results of further samples. Unless noted, calls follow the shape of the dose curve; as a rule, active = well fitted curve in the direction sought with a large enough effect; inconclusive = small, poorly fitted or top-dose-only effect, or another doubt; inactive = no such curve, though single readings can be large; an effect the other way counts as inactive or inconclusive.

structure | EPAC2 antag | A549 tox | EPAC2 agonist | CCT modulator | TGFb inhibitor | pAkt inh | Nrf2 inh | MmCpn inh | Nrf2 activator
Cc1nc([N+](=O)[O-])c(C(=O)OCc2ccccc2C#N)n1C | -6% | -1% | -2% | 0.0 | 8% | i | -7% | 1% | -0.6%
Cc1ccc(S(=O)(=O)NCCCOC(=O)Nc2ccncc2)cc1 | 17% | 0% | 9% | 0.4 | 0% | i | -25% | -1% | 0.4%
COC(=O)c1ccccc1NC(=O)C(C)NS(=O)(=O)c1ccc(OC)cc1 (stereo not drawn) | -2% | -1% | -2% | -7.0 | -2% | i | 6% | 0% | 0.0%
CCOC(=O)c1cc(-c2ccccc2)n(CCC(=O)N2CCN(c3ccccc3OC)CC2)c1C | -9% | 0% | -5% | -1.4 | ? | i | ? | -4% | 0.8%
COC(=O)C1=C(C(=O)OC)[C@@H]2Nc3ccccc3[C@@]23C[C@@H](C(=O)OC)N(C(=O)c2cc(C)oc2C)C3=N1 | -6% | -8% | 6% | 1.0 | -11% | i | -8% | · | -1.6%
CCN(CC(=O)Nc1ccccc1OC)C(=O)CN1C(=O)NC2(CCCC2)C1=O | 13% | 0% | -5% | -0.6 | -10% | i | 2% | 0% | -0.2%
O=C(c1ccco1)n1nc(-c2ccc(Cl)cc2)nc1NCc1ccccc1 | · | -4% | · | · | -3% | · | 2% | · | 0.2%
O=C(O)/C(=C\c1ccc(Cl)cc1)c1ccc(S(=O)(=O)N2CCCC2)s1 | -2% | -5% | -4% | 0.1 | 3% | i | 4% | 0% | 1.3%
Cc1nnc(SCC(=O)N2CCC(c3noc4ccc(F)cc34)CC2)s1 | 3% | 1% | 5% | 0.2 | -5% | i | · | 3% | 0.3%
CC1(C)CC2(CCO1)C(Nc1ccccc1)=NC(=S)N2c1ccccc1 (stereo not drawn) | 0% | -4% | 8% | -3.8 | -3% | i | -18% | -2% | 0.4%
NC(=O)CSc1nnnn1-c1ccc2c(c1)OCCO2 | 0% | -1% | 13% | -0.7 | -2% | i | 4% | 0% | 2.6%
Cc1nn(CC(=O)Nc2ccc(F)cc2)c(=O)c2ccccc12 | 1% | 1% | 10% | -1.6 | 4% | i | -3% | -1% | -0.1%

Next section.
structure | EPAC2 antag | A549 tox | EPAC2 agonist | CCT modulator | TGFb inhibitor | pAkt inh | Nrf2 inh | MmCpn inh | Nrf2 activator
COc1ccc(C(=O)N2CCN(C)C(=O)[C@@H]2C)cc1OC1CCN(C(C)C)CC1 | 9% | -1% | -4% | 0.3 | -4% | i | 19% | 0% | -0.7%
CC(C)n1c(SCCCc2ccccc2)nc2c1c(=O)[nH]c(=O)n2C | -4% | 3% | -5% | 1.0 | 1% | i | -23% | -1% | 5.3%
Cc1ccc(NC(=O)Cn2c(/C=C/c3ccccc3)nc3ccccc32)cc1C | -8% | -24% | 0% | -2.3 | -1% | i | -12% | 1% | -0.4%
COc1ccc(-c2nnc(SCc3nnc(-c4ccc(Cl)cc4)o3)n2-c2ccccc2)cc1 | -5% | ? | 22% | -2.6 | ? | i | ? | · | 2.3%
COc1ccc(CCNc2ncnc3sc(C)cc23)cc1OC | 7% | -18% | 2% | -0.3 | -11% | i | 23µM* | -2% | 1.3%
COc1ncnc(NS(=O)(=O)c2ccc(N)cc2)c1OC | 24% | 1% | -2% | 1.0 | -10% | i | 9% | 1% | -0.9%
COc1ccc([N+](=O)[O-])cc1NC(=O)C(C)NNC(=O)c1cccc([N+](=O)[O-])c1 (stereo not drawn) | -8% | -4% | -1% | -0.6 | 3% | i | 16µM* | -1% | 5.6%
Nc1nc(N)c(N=Nc2ccc(SCC(=O)O)cc2)c(=O)[nH]1 | -6% | 6% | 9% | 0.0 | -12% | i | -4% | -5% | -0.2%
COc1ccc(C2C(C(=O)N3CCN(c4ccccc4F)CC3)c3ccccc3C(=O)N2C)cc1 (stereo not drawn) | 5% | -11% | -5% | 0.5 | -8% | -129%* | 9% | 0% | 0.3%
CCn1c(C)cc2c(c1=O)C(c1ccccc1Br)C(C#N)=C(N)O2 (stereo not drawn) | 10% | 26% | -2% | -1.7 | -16% | i | 17% | 0% | -0.4%
CCN(Cc1ccncc1)C(=S)Nc1ccc(Cl)cc1 | 2% | -4% | -9% | 0.6 | -11% | i | 0% | -1% | 3.3%
O=C(COC(=O)/C=C/c1ccco1)NCc1ccc(Cl)cc1 | 16% | 0% | 2% | 2.1 | 1% | i | 14% | 1% | 2.2%

Other records
structure | EPAC2 antag | A549 tox | EPAC2 agonist | CCT modulator | TGFb inhibitor | pAkt inh | Nrf2 inh | MmCpn inh | Nrf2 activator
Cc1nc2c(cnn2-c2ccccc2)c(=O)n1/N=C/c1ccccc1 | -1% | 3% | 8% | 1.1 | 7% | i | -18% | 3% | -0.8%
CCOC(=O)c1cc2c(N)c(C(=O)c3cc(C#N)c(SC)nc3C)sc2nc1C | -6% | -16% | 15% | -3.7 | ? | i | -10% | -2% | 0.1%
CC(=O)Nc1cccc(C(=O)N/N=C/c2ccccc2F)c1 | 2% | 9% | 8% | 0.8 | -2% | i | ? | -2% | -0.7%
Cn1c(C(N)=O)cnc1Sc1ncc(C(F)(F)F)cc1Cl | 4% | 2% | -1% | 0.8 | -19% | i | -9% | -2% | -1.0%
O=C(c1cccc(S(=O)(=O)N2CCCC2)c1)N1CCOCC1 | 3% | -4% | 10% | -1.0 | -4% | i | 4% | 1% | -0.9%
Cc1nnc(-c2cnn(-c3ccccc3)c2N)n1Cc1ccccc1 | 9% | 2% | 1% | -1.7 | 7% | i | 17% | 0% | 0.2%
CC(C)C[C@@H](CO)N1CCN(C)CCC1=O | 11% | -7% | 6% | -4.4 | 0%&-8% | i | 1% | -2% | -0.7%
COc1ccccc1C(=O)COC(=O)Cc1ccccc1F | -4% | 6% | 16% | 1.6 | 9% | i | -3% | 2% | 6.3%
CNC1(C)[C@H]2CC[C@H](C2)C1(C)C (stereo partly drawn) | 5% | -1% | 1% | -1.6 | 5% | i | 5% | -2% | -1.0%
Cc1cccc(C(=O)OCC(=O)NC(C)CCc2ccccc2)c1O (stereo not drawn) | -4% | -1% | -4% | -0.3 | -8% | i | -7% | 1% | -0.6%
COC1C(C)=C(C)C(=O)N1Cc1ccc(F)cc1 (stereo not drawn) | 19% | 2% | -1% | -0.7 | 10% | i | ? | -3% | -0.2%
CCn1c(CNc2ccc(OC)cc2)nnc1SCC(=O)N1CCCc2ccccc21 | -3% | -10% | -3% | -1.1 | 0% | i | -2% | -2% | 2.2%

(more compounds)
structure | EPAC2 antag | A549 tox | EPAC2 agonist | CCT modulator | TGFb inhibitor | pAkt inh | Nrf2 inh | MmCpn inh | Nrf2 activator
COC(=O)COc1ccc(-c2ccccc2)cc1C=O | -10% | 7% | 16% | -2.9 | -7% | i | 7% | ? | -0.3%
COCCNC(=O)C1CCCN(Cc2ccc(C(C)C)cc2)CC1 (stereo not drawn) | -1% | · | 2% | 1.3 | -6% | i | · | · | -0.8%
COCC(=O)Nc1cc(Cl)c(OC)cc1OC | 9% | 2% | 2% | -1.3 | 2% | i | 12% | 1% | 2.9%
CCOC(=O)c1c(N)sc(C(N)=O)c1C | -4% | 0% | 9% | -0.9 | 1% | i | 6% | -4% | -0.7%
CC(C)(C)OC(=O)N(CCc1ccccc1)Cc1ccc(OCc2cccc(NC(=O)C3CC3)c2)cc1 | 8% | -2% | 17% | 0.6 | 2% | i | ? | · | 2.9%
COc1ccc(N2CCN(CC(O)COCc3ccccc3)CC2)cc1 (stereo not drawn) | -3% | -1% | -1% | 1.0 | 6% | i | -4% | 1% | -0.6%
CN(C)CC(O)CN1C(=O)NC(C)(C)C1=O (stereo not drawn) | -7% | 7% | 3% | 0.7 | -20% | i | 15% | -2% | 0.1%
Cc1ccc(S(=O)(=O)Nc2cccc(C(=O)NCc3cccnc3)c2)cc1F | 7% | ? | 0% | 0.7 | ? | i | 7% | 0% | -0.7%
O=C(c1cccs1)N1CCc2c([nH]c3ccccc23)C1c1ccc(Cl)cc1 (stereo not drawn) | -2% | ? | 17% | -0.5 | -3% | i | -4% | -1% | -0.2%
O=C(c1ccncc1)c1ccc(NC(=O)c2cccs2)cc1 | 1% | 1% | 5% | 0.2 | -1% | i | 3% | 1% | 7.2%
CCN(CC)C(=O)[C@H]1C[C@H](CC(=O)NCc2ccc(OC)c(OC)c2)C(=O)N2CCc3c([nH]c4ccc(Cl)cc34)[C@]12C | -2% | -4% | -3% | 0.9 | ? | i | -8% | 1% | 12%
COc1ccc(-n2nc(C(=O)NCC(=O)NCc3ccco3)c3ccccc3c2=O)cc1 | 7% | -2% | 10% | -0.8 | -6% | i | -6% | 0% | 0.2%

The list goes on:
structure | EPAC2 antag | A549 tox | EPAC2 agonist | CCT modulator | TGFb inhibitor | pAkt inh | Nrf2 inh | MmCpn inh | Nrf2 activator
COC(=O)c1sc2ncccc2c1OCc1c(Cl)cccc1Cl | 9% | 7% | 0% | -4.3 | 0% | i | -13% | -2% | 3.8%
COC(=O)N(NC(=O)C(O)(CCC(C)C)CCC(C)C)c1ccccc1 | 0% | -3% | 0% | -0.5 | -13% | i | 4% | -2% | -0.3%
CCCCOc1ccc(CSCCNC(=S)Nc2ccccc2)cc1 | -14% | ? | -19% | 0.2 | 7.9µM* | i | -9% | 0% | 3.3%
Cc1ccc(NC(=O)CCCn2c(=O)c3cccn3c3ccccc32)cc1C | · | 6% | · | · | -10% | · | 11% | · | 0.4%
COc1cccc(CN2CC(C(=O)N(C)Cc3nc4ccc(F)cc4[nH]3)CCC2=O)c1 (stereo not drawn) | 6% | -1% | -5% | 1.4 | 0% | i | 1% | -2% | -0.5%
CC1(C)Cc2c(C#N)c(NCCCO)nc(-c3ccccc3)c2CO1 | -1% | -2% | -3% | -1.6 | 1% | i | -14% | 0% | -0.9%

This is a subset, so the mix of outcomes need not match the whole.
